HSF1 inh = HSF1 inhibitors in luciferase reporter cells, primary screen, cell-based, NIH3T3, luminescence | activity change, negative = inhibition, % at 7.5 µM (by protocol) | AID 2098, 2009 | NIH3T3-HGL HSE-luciferase, MG132-induced, luminescence 8 h; hits give low values | hit rate 0.77% among 300,000;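 active = more than half of replicate wells show activity change below -50%, luminescence cut by over half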;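 also: luciferase reports HSF-1 transcriptional activity via heat shock element; 0% = median of DMSO wells and -100% = zero luminescence signal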
PolyA inhibitor = polyadenylation inhibitors in yeast reporter cells, primary screen, luminescence, S. cerevisiae; S. cerevisiae SKY197-pL101 polyadenylation reporter, beta-gal luminescence; efflux-impaired pdr1/pdr3 knockout yeast; score 100 = 6 SD above DMSO; calls only at 12 µM; hit rate 0.02% among 300,000;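 active = lowest replicate activity score at least 50, where 100 means six control SD above control mean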;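 also: yeast exposed to compound for 9 h at 30 °C; higher score means more reporter readthrough which indicates perturbed polyadenylation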
HSP90 refold inh = HSP90 inhibitors, primary screen, cell lysate, luminescence; Heat shock protein HSP 90 (rabbit reticulocyte lysate; luciferase refolding); hit rate 0.91% among 290,000; Rabbit reticulocyte lysate, luciferase refolding luminescence, 3 h; AID 1789, 2009; inhibition, % at 5.6 µM;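 active = inhibition above the screen-wide mean plus 3 SD, computed separately per campaign, cut at about 16% in these data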;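 also: 0% = DMSO wells and 100% = 60 µM geldanamycin wells; inhibitors lower the luminescence because luciferase stays unfolded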
HSF1 activator = HSF-1 activators, primary screen, NIH3T3-HGL cells, MG132 stress, luminescence, single point. NIH3T3-HGL HSF-1 luciferase reporter, 8 h; 100% = twice DMSO control signal. activation, % at 9 µM. hit rate 1.7% among 300,000. AID 504408, 2011;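 active = mean replicate activation of at least 50% with a set share of replicates each reaching 50%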;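 also: 0% = median of the neutral control wells and 100% = twice that signal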
aSyn 5UTR inh = MLPCN primary screen, SNCA 5' untranslated region; alpha-synuclein 5'UTR reporter, inhibitor activity; inhibition, % (tested at 7.5 µM); hit rate 0.82% among 300,000; in the data active = inhibition above about 60%;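 also: H4 neuroglioblastoma cells stably carrying SNCA 5'UTR luciferase fusion; 0% = DMSO wells and 100% = positive control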
GSK3beta inhib = human GSK3beta kinase inhibitors, primary screen, biochemical, cell-free homogeneous, HTS. Glycogen synthase kinase-3 beta (Homo sapiens), P49841. GST-GSK3beta kinase, ADP-Glo luminescence, 60 min; hits give low values. activity score (negative = inhibition), % at 10 µM. hit rate 0.038% among 300,000;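 active = more than half of replicate wells score below -50%, meaning over 50% inhibition versus plate controls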;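 also: 0% = median DMSO wells and -100% = median GW8510 positive control wells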
Target sequence (P49841 whole entry, looked up): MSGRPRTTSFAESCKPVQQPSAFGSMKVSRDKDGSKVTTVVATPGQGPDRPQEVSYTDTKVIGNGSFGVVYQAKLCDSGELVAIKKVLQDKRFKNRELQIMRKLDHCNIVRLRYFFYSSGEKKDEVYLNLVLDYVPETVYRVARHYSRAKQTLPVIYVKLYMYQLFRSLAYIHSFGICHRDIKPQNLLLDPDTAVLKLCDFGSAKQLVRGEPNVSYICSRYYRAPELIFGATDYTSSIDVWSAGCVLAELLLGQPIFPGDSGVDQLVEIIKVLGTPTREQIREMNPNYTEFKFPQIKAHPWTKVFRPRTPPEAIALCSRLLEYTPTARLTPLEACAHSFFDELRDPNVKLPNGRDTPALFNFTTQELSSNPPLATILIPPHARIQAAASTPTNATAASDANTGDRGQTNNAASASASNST
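Test system: GST-tagged human GSK3beta kinase, cell-free; evaluation: activity score scaled between in-plate DMSO and GW8510 controls; measured by: ADP-Glo luminescence; incubation: 60 min reaction, RT; benchmarks: DMSO and 20 µM GW8510; reagent: peptide substrate plus 25 µM ATP (final); medium: Tris/MgCl2 kinase buffer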
AI-2 QS modul = Vibrio harveyi AI-2 quorum sensing modulators, primary screen, JMH597 strain, luminescence/OD600 ratio. Vibrio harveyi JMH597 AI-2 luminescence/OD600 ratio, 9 h; hits give low values; strain lacks LuxN and CqsS sensors; 0 = neutral-control median. activity change, % at 7.5 µM. hit rate 0.4% among 300,000; in the data active = activity change below about -75%, passing the limit was not always enough;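 also: luminescence divided by OD600 gain over 9 h not by final OD600 alone; inactives centre near 13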
GSK3 alpha inh = blockers of GSK3A enzyme activity – biochemical, luminescence, cell-free homogeneous, HTS, primary screen; GSK-3 alpha kinase, ADP-Glo luminescence, 60 min; inhibition, % at 10 µM; AID 2650, 2010; hit rate 0.1% among 320,000;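 in the data active = inhibition above about 50%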;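 also: GST-tagged GSK-3 alpha with peptide substrate and 25 µM ATP; 0% = DMSO neutral wells and 100% = GW8510 positive control wells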
Target sequence (P49840 whole entry, looked up): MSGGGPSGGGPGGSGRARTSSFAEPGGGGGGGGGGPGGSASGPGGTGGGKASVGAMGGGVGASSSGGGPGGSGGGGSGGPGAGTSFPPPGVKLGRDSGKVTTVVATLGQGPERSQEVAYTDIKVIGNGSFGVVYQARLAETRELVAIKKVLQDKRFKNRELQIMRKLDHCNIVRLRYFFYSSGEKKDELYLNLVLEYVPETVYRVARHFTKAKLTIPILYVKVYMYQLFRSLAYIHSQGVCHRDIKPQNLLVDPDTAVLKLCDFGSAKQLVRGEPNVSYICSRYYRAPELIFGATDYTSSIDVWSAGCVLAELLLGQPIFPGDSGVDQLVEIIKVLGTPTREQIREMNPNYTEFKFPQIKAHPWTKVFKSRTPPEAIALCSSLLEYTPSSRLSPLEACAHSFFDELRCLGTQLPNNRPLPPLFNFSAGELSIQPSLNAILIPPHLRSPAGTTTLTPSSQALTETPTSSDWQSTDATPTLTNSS
IEC-6 cytotox = cytotoxicity in IEC-6 intestinal epithelial cells, primary screen, cytotoxicity control for KLF5 inhibitor project, cell-based, luminescence | IEC-6 cytotoxicity, luminescence viability | inhibition, % at 5 µM | hit rate 0.78% among 290,000; in the data active = inhibition above about 22%;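 also: 0% = plate median of test compound wells and 100% = cytotoxic reference compound wells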
KLF5 inhibitor = KLF5 expression inhibitors, primary screen, DLD-1 cells, luminescence | inhibition, % at 5 µM | hit rate 0.23% among 290,000 | DLD-1 KLF5 promoter-luciferase reporter;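 active = inhibition above a per-plate limit of that plate's mean compound inhibition plus 3 SD, cut at about 60% in these data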;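 also: 0% = DMSO wells and 100% = LY294002 at 200 µM; higher means less KLF5 promoter-driven luciferase light; inactives centre near -14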
The depositor's hits bear a star; i = inactive; . = not tested or not shown. These rows are one share of the data; rates above refer to the full screens.

SMILES	HSF1 inh	PolyA inhibitor	HSP90 refold inh	HSF1 activator	aSyn 5UTR inh	GSK3beta inhib	AI-2 QS modul	GSK3 alpha inh	IEC-6 cytotox	KLF5 inhibitor
CCC/C(C)=N\Nc1nc2c(c(=O)n(C)c(=O)n2C)n1C	-2.2	i	2.6	-1.8	-9.3	9.6	10.2	1.1	1.6	1.5
Cc1cccc(C)c1NC(=O)CSc1nc(C)c(CC(=O)c2ccc(Br)cc2)c(C)c1C#N	-23.0	i	2.9	-37.7	-36.6	4.4	9.9	-0.4	2.0	-14.4
CC(C)CC(=O)NC(=S)Nc1ccc(S(=O)(=O)NC(C)(C)C)cc1	-9.0	i	-3.1	-1.8	-3.8	-0.2	40.9	0.3	3.9	-10.3
CN(C)c1ccc(P(=O)(OCc2ccccc2)C(O)c2ccccc2)cc1 (stereo unspecified)	4.7	i	3.8	19.6	-4.2	-2.5	10.4	-4.0	1.1	1.7
NC(=S)Nc1cc(Cl)cc(Cl)c1	7.5	i	-1.0	12.9	-23.9	-4.9	-82.2*	-9.3	-0.3	-11.7
CCOC(=O)c1cc(S(=O)(=O)N2CCC(C)CC2)cn1C	-0.4	i	-2.5	-4.7	-0.5	1.1	31.8	-12.2	1.4	-29.3
O=c1c2[nH]cnc2n(-c2ccc(F)cc2)c(=O)n1Cc1ccccc1	8.2	i	1.8	28.9	51.2	-1.2	13.5	-1.9	-5.2	-17.1
CCOc1ccc(Cl)cc1/C=C1/C(=O)ON=C1C	-3.8	i	7.0	-6.7	-14.6	-0.8	25.8	-0.9	-3.6	-29.7
COc1ccc(C2/C(=C(\O)c3ccc4c(c3)OCCO4)C(=O)C(=O)N2Cc2cccnc2)cc1OC (stereo unspecified)	-8.2	i	2.7	-2.1	-6.7	1.5	23.8	0.0	-10.4	-22.1
CCOC(=O)C(CC)Sc1nnc2n1C(C)(C)Cc1ccccc1-2 (stereo unspecified)	-4.0	i	1.5	-2.3	-0.3	3.7	10.0	.	0.8	-70.3
O=C(CC1C(=O)NCCN1Cc1cccc(Oc2ccccc2)c1)NCCc1ccncc1 (stereo unspecified)	-1.4	i	-0.1	-5.2	3.9	-2.2	20.4	0.4	-8.3	-41.6
CCOc1nc(N=C(N)N)nc2c(C)cccc12	0.0	i	-0.7	13.2	1.0	0.3	37.8	0.1	3.2	15.4
O=C(Nc1ccc(N2CCOCC2)cc1)c1ccc2nc(-c3ccco3)c(-c3ccco3)nc2c1	-5.5	i	-0.9	-4.8	27.3	3.5	55.6	.	-2.3	-25.2
O=C(O)C1C2C=CC(C2)C1C(=O)NCc1ccc(Cl)cc1Cl (stereo unspecified)	5.1	i	-3.9	-2.9	11.2	-4.9	13.8	4.3	2.4	-8.7
Cc1nnsc1C(=O)NNC(=O)c1ccc(C(F)(F)F)cc1	1.3	i	0.7	0.8	0.5	1.5	14.1	-3.6	0.5	-36.6
O=C(Nc1ccc(F)cc1)C1C(c2ccccc2)C1(Cl)Cl (stereo unspecified)	-1.1	i	-4.9	9.3	26.8	2.6	25.5	0.1	-1.3	-7.9
Cc1ccc(C)c(S(=O)(=O)NCC(=O)N2CCCC2)c1	-2.9	i	-1.5	1.9	2.3	0.8	0.0	-0.4	3.4	-11.9
Cc1csc(N2CCCC2c2nc3cc(Cl)c(N4CCCCC4)cc3n2CCCO)n1 (stereo unspecified)	-0.7	i	.	-8.3	1.0	-3.2	30.3	-1.9	.	.
CCN1C(=O)[C@H]2[C@@H](c3ccc(-c4ccc(F)cc4)cc3)N[C@@](CC(C)C)(C(=O)OC)[C@H]2C1=O	-6.4	i	.	8.8	2.3	2.3	5.6	-2.3	.	.
Cc1nn(Cc2ccccc2)c(Cl)c1C(=O)OCC#N	2.8	i	-3.0	-9.4	4.1	-1.9	12.9	0.9	4.3	-15.4
O=S(=O)(c1ccccc1)N1CCN(Cc2ccccc2C(F)(F)F)CC1	.	.	-2.2	.	.	.	.	0.2	-0.3	-15.2
CN1CCN(C(=O)CCN2C(=O)/C(=C/c3ccc(F)cc3)SC2=S)CC1	2.6	i	0.1	2.9	-39.6	2.0	15.3	0.3	6.6	-26.1
CCOC(=O)c1cc2c(ccn2-c2ccc(F)cc2)n1CC(=O)NC(C)(C)C	-2.9	i	0.7	-2.8	-6.3	0.0	22.1	-3.3	8.8	10.7
CC(C)Cc1nc2sc3c(=O)n(N)cnc3c2c2c1COC(C)(C)C2	5.3	.	0.1	12.2	22.3	1.7	25.1	-4.2	0.7	5.1
O=C(CSc1nnc(C23CC4CC(CC(C4)C2)C3)o1)Nc1ccc(N2CCOCC2)c(Cl)c1	-12.4	i	2.5	-11.9	-2.8	-1.6	24.0	0.5	1.6	-15.1
CCOc1ccc(Cl)cc1CSc1n[nH]c(CC)n1	2.4	i	1.5	-12.3	9.7	-0.9	-0.3	-0.9	8.9	8.9
O=C(O)CCN1C(=O)c2ccc(NC(=O)CSc3ccc(Cl)cc3)cc2C1=O	-2.8	i	1.8	-3.8	-0.3	5.2	6.4	3.2	3.6	-17.0
Cc1cc(C)c2c(n1)nn1c(NCCCN(C)C)cc(C)nc21	-2.7	i	1.8	-4.9	-14.2	-1.7	-9.1	4.1	1.6	-9.8
CC(C)(C)NC(=O)C(c1ccco1)N(C(=O)Cn1nnc(-c2ccc(F)cc2)n1)c1cccc(F)c1 (stereo unspecified)	0.5	i	1.6	-12.4	16.4	0.2	1.5	4.9	-3.5	-12.3
COC(=O)c1onc(-c2c(Cl)cccc2Cl)c1C(=O)OC	-3.1	i	0.6	-13.7	-3.1	0.1	-6.7	2.1	3.4	-7.2
Cc1cc(=O)[nH]c(SCC(=O)c2ccccc2)c1C#N	-1.2	i	1.1	18.1	32.0	0.3	6.5	3.0	-1.2	-32.0
Nc1c(C(=O)c2ccccc2O)cnn1-c1ccc(S(=O)(=O)N2CCOCC2)cc1[N+](=O)[O-]	-2.6	i	6.1	10.3	1.5	-1.7	14.5	-1.2	5.2	-22.0
c1ccc(CNC23CC4CC(CC(C4)C2)C3)nc1	-1.1	i	2.3	-5.6	-10.6	-5.3	8.3	-0.3	0.8	-10.3
O=C(CN1C(=O)c2cccnc2Oc2ccc(Cl)cc21)NCCC1=CCCCC1	5.7	i	-0.9	30.0	-12.7	0.3	10.3	-1.5	-6.0	-29.7
CC(C)CCN1C(=O)c2ccc(C(=O)Nc3c[nH]c(=O)[nH]c3=O)cc2C1=O	-1.8	.	2.0	0.2	0.0	-3.4	15.0	0.3	-1.6	-24.4
Cn1nc(C(=O)Nc2ccc(S(=O)(=O)NCc3ccco3)cc2)c2ccccc2c1=O	15.1	i	2.5	18.9	-96.4	4.4	8.5	2.2	7.1	5.7
CCOC(=O)/C(C#N)=C1/C=CN(C)C(C)=N1	0.0	i	-4.3	20.2	-4.6	2.2	19.2	-2.0	0.5	-19.3
CC1Cc2ccccc2N1C(=O)C1CCCN1S(=O)(=O)c1ccc(Cl)cc1 (stereo unspecified)	-6.7	i	2.4	1.6	22.3	-0.6	9.5	-2.5	1.2	-28.9
O=C(N/N=C/c1cccnc1)c1ccc(S(=O)(=O)N2CCCCCC2)cc1	-47.8	i	-2.8	-58.1	0.9	-1.8	8.1	0.3	2.1	-0.4
COc1ccc(N2CCCC2)c(NC(=O)c2ccc([N+](=O)[O-])o2)c1	-4.1	i	1.0	13.5	-70.2	2.8	12.9	-0.5	32.7*	-11.1
O=C1CCC(C(=O)OCC(=O)N2N=C3/C(=C/c4ccccc4)CCCC3C2c2ccccc2)N1 (stereo unspecified)	7.1	i	0.1	-3.6	-11.0	2.5	-3.7	-1.0	2.1	18.1
CCOC(=O)C1CCN(C(=O)COC(=O)CSc2ccc([N+](=O)[O-])cc2)CC1	-5.1	i	.	-2.6	-11.0	0.7	11.3	1.0	.	.
CCN(c1ccccc1)S(=O)(=O)c1ccc(C(=O)Nc2ncccc2O)cc1	9.8	i	-6.0	10.4	-24.3	1.1	22.9	-1.4	-12.1	-28.6
Cc1onc(-c2ccccc2Cl)c1C(=O)Nc1nnc(-c2ccc(F)cc2)s1	-13.1	i	-2.1	-28.5	-6.7	-1.1	40.3	2.9	-5.5	-5.5
COc1ccc(-c2noc(CCCC(=O)Nc3ccc(C(N)=O)cc3)n2)cc1	-37.7	i	0.5	-45.8	40.1	-0.1	15.3	5.7	-6.7	-36.2
COc1ccc(NC(=O)c2cc(-c3cccnc3)nc3c(C)c(C)ccc23)c(OC)c1	12.7	i	4.8	16.9	20.0	-2.6	0.2	-4.0	3.9	-2.9
Cc1cc(=O)oc2c(C)c(OCC(=O)N3CCN(C(=O)C4COc5ccccc5O4)CC3)ccc12 (stereo unspecified)	3.4	i	5.0	5.2	20.8	-4.9	16.9	5.7	-4.6	3.5
CCCc1ccc(S(=O)(=O)N/N=C(/C)c2ccc3c(c2)OCO3)cc1	-3.1	i	-3.5	-10.1	1.4	1.2	9.2	-1.5	0.0	-31.5
Cc1cc(NC(=O)CSc2nc(C3CC3)nc3sc(C)c(C)c23)no1	3.8	i	4.0	-4.0	4.8	-0.4	28.9	-3.7	-0.8	-12.1
Cc1ccc(NC(=S)NC(=O)c2cncc(Br)c2)c(C)c1	7.4	i	.	31.2	-24.6	-0.8	10.6	-5.2	.	.
COc1ccc(NC(=S)SC)cc1OC	-2.5	i	2.4	0.9	17.3	2.8	8.3	.	1.4	-36.5
CC(C)c1ccc(NC(=O)Cn2cccc2C2=NC(c3ccccc3)CO2)cc1 (stereo unspecified)	4.7	i	11.5	-2.3	-1.0	0.8	-6.3	-2.2	1.6	-2.7
O=C(CSCc1c(Cl)cccc1Cl)N1CCOCC1	3.5	i	-3.2	0.2	3.1	-0.6	-1.8	0.6	1.4	-32.9
O=C(NCc1ccccn1)c1ccc(Cl)cc1Cl	-8.4	i	-1.4	-3.1	-36.1	1.4	17.6	1.2	-4.2	-17.2
COc1ccc(NC(=O)CCc2c(C)nc3nc(C)nn3c2C)cc1	-6.1	i	-0.7	-4.7	-13.4	2.2	7.1	-2.0	3.3	-4.0

Screens deposited in PubChem by several laboratories.
